West Nile antiviral = West Nile virus antiviral activity, cell-based, CPE readout (AID 1621); hit rate 0.02% among 290,000; CPE inhibition, % at 10 µM, or IC50 in µM where a hit was titrated; West Nile virus-infected cells, CPE inhibition; higher % means a stronger effect; in the data active = a potency from the dose series; note: strong numbers were not always called active
T cell modulator = modulators of CD8 T cell-vesicle binding, primary screen, mouse 2C CD8+ T cells, flow cytometry | 2C CD8+ T cell-vesicle binding; stronger effect = lower value | calls only at 7 µM | hit rate 0.068% among 330,000;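 active = response, share of CD8 T cells binding vesicles, and their 90th percentile fluorescence all below set limits, cut at about 80% in these data, passing the limit was not always enough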
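Assay system – 2C mouse CD8+ T cells · Also added – QL9-loaded Drosophila micro-vesicles · Timing – Cell–vesicle co-incubation 1.5 h at 37 °C, staining 20 min on ice · Signal – flow cytometry of vesicle-bound cells · Measure – percent CD8+ FL2 mean versus row control · Controls – Peptide-free naked vesicles (low) and QL9 vesicles with 0.7% DMSO vehicle (high)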
KOR beta-arrestin-1 = KOR agonists, beta-arrestin recruitment, primary screen, cell-based, luminescence, uHTS (AID 1777). one-dose activation, % at 10 µM; EC50 in µM for titrated hits. hit rate 0.02% among 280,000. Kappa-type opioid receptor (Homo sapiens). KOR beta-arrestin recruitment, luminescence; higher % means a stronger effect; in the data active = activation above about 50%, passing the limit was not always enough; note: a part of the inactive calls stands beside numbers as strong as those of hits
GPR55 beta-arrestin = GPR55 agonists via beta-arrestin recruitment, primary screen, imaging, U2OS cells, beta-arrestin-GFP redistribution (AID 1961); U2OS GPR55 beta-arrestin-GFP redistribution imaging; higher % means a stronger effect; hit rate 0.048% among 290,000; G-protein coupled receptor 55 (Homo sapiens); activation, % at 10 µM, or EC50 in µM where a hit was titrated;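 active = activation above 40% with more than 50 cells counted in the well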;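 note: U2OS osteosarcoma cells stably expressing GPR55 and beta-arrestin-GFP; plate controls were DMSO negative control for no effect and LPI positive control for full effect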
NTR1 ag = agonists of NTR1, primary screen, imaging, U2OS cells, beta-arrestin-GFP, high content (AID 493036); Neurotensin receptor type 1 (Homo sapiens), P30989; hit rate 0.17% among 330,000; activation, % at 20 µM; NTR1-U2OS beta-arrestin-GFP spot imaging, agonist mode;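 active = activation at or above 40% of the spot to cytoplasm intensity ratio, with at least 20 cells analyzed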;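 note: 0% = DMSO without peptide and 100% = 100 nM NTR1 peptide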
Target sequence (P30989 whole entry, looked up): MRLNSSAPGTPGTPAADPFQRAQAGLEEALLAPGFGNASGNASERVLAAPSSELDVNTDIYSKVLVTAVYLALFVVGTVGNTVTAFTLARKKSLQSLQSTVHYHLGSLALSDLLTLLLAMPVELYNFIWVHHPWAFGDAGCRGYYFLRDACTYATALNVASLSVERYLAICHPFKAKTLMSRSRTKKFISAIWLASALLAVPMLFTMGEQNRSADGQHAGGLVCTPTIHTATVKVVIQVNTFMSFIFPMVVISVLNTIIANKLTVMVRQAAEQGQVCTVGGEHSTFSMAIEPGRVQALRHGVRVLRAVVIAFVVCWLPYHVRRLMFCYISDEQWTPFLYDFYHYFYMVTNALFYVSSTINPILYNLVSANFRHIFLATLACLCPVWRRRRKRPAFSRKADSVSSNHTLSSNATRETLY
PhoP inhibition = inhibitors of PhoP regulon expression, primary screen, Salmonella Typhimurium, GFP reporter (AID 1863); hit rate 0.16% among 300,000; S. Typhimurium PhoP-regulated promoter GFP reporter, 4 h; higher % means a stronger effect; inhibition, % at 50 µM, or IC50 in µM where a hit was titrated;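 active = inhibition over 29.93%, a cutoff 3 SD above the screen mean, later confirmed by dose response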;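 note: 0% = low Mg2+ inducing control and 100% = high Mg2+ repressing control; strong numbers were not always called active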
GPR35 antagonists = GPR35 antagonists blocking zaprinast-driven arrestin recruitment, primary screen, imaging, U2OS, beta-arrestin-GFP, zaprinast agonist (AID 2058). U2OS GPR35 beta-arrestin-GFP translocation imaging, zaprinast antagonism; higher % means a stronger effect. inhibition, % at 10 µM, or IC50 in µM where a hit was titrated. hit rate 0.052% among 290,000;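 active = inhibition of at least 50% with at least 30 cells and total cytoplasm GFP at most 10,000,000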
KOR beta-arrestin-2 = KOR antagonists, beta-arrestin recruitment, cell-based, luminescence, uHTS (AID 1778). hit rate 0.091% among 290,000. inhibition, % at 10 µM, or IC50 in µM where a hit was titrated. Kappa-type opioid receptor (Homo sapiens). KOR beta-arrestin recruitment, luminescence, antagonist mode; higher % means a stronger effect; in the data active = inhibition above about 50%; note: strong numbers were not always called active
GPR55 LPI antagonism = GPR55 antagonists blocking LPI-driven arrestin recruitment, primary screen, imaging, U2OS, beta-arrestin-GFP, LPI agonist (AID 2013) | G-protein coupled receptor 55 (Homo sapiens) | U2OS GPR55 beta-arrestin-GFP translocation imaging, LPI antagonism; higher % means a stronger effect | inhibition, % at 10 µM, or IC50 in µM where a hit was titrated | hit rate 0.13% among 290,000;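 active = spots per cell inhibited over 60%, with over 100 cells counted and total cytoplasm intensity under 500,000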;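 note: U2OS cells stably carrying GPR55 and arrestin-GFP stimulated by 5 µM LPI near EC80; imaged beta-arrestin-GFP aggregate spots per cell after agonist stimulation; plate controls were LPI-stimulated DMSO wells for no effect and DMSO wells without LPI for full effect; some results filed as inactive read as strong as hits; confirmed hits need IC50 under 10 µM and bright autofluorescent wells are also inconclusive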
T cell modulator vesicle-bound % = also measured in T cell modulator; calls as there; double positive events, %; measured here: CD8+ vesicle-bound cell fraction;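 binding gate set so that unloaded-vesicle control wells show 10% double positive cells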
NTR1 ag cell count 20 µM = second read-out of NTR1 ag, no call of its own (marks repeat the call); cell count; measured here: cell count, cytotoxicity flag
Starred values were filed as active, the others as inactive; i = inactive; nt = no result given; [ ] = remark or other dose.

SMILES	West Nile antiviral	T cell modulator	T cell modulator vesicle-bound %	KOR beta-arrestin-1	GPR55 beta-arrestin	NTR1 ag	NTR1 ag cell count 20 µM	PhoP inhibition	GPR35 antagonists	KOR beta-arrestin-2	GPR55 LPI antagonism
O=[N+]([O-])c1cc(C=Nc2cccc3c(O)cccc23)ccc1Cl	-0.6%	i	20	-0.6%	-0.1%	8.1	34	10%	22%	-20%	7%
CCCn1cc(S(=O)(=O)c2ccc(F)cc2)c(=O)c2cc(OCC)ccc21	0.6%	i	39	-7.1%	-0.1%	1.8	57	2%	4%	-17%	2%
COc1ccc(/C=N\NC(=O)c2ccc(-c3ccccc3)cc2)c(OC)c1OC	-0.6%	i	27	-0.6%	-0.1%	-1.1	85	-4%	1%	-43%	15%
CCOC(=O)NC1(C(F)(F)F)C(=O)N(Cc2ccccc2)C2=C1C(=O)CC(C)(C)C2 (stereo unspecified)	-0.2%	i	29	-1.5%	0.6%	-0.3	73	5%	-6%	5%	-2%
Cc1cccc(C)c1OCc1nnc2c3cnn(C)c3ncn12	0.1%	i	18	0.8%	0.1%	-1.5	69	-14%	-14%	-52%	0%
CCCc1cc(=O)oc2c3c(cc(OCC(=O)N[C@@H](C)C(=O)O)c12)OC(C)(C)CC3	0.1%	i	35	2.5%	0.0%	-1.6	83	-3%	2%	-27%	0%
CCCC1=NN2C(=N)/C(=C\c3cc(C)n(-c4cc(C)cc(C)c4)c3C)C(=O)N=C2S1	-0.6%	i	13	1.0%	-0.2%	1.1	62	-3%	-8%	-20%	23%
O=C(COc1ccc2c(-c3ccccc3)cc(=O)oc2c1)NCC1CCC(C(=O)O)CC1 (stereo unspecified)	-0.3%	i	3	2.8%	-0.1%	-2.8	103	nt	14%	-37%[20 µM]	50%
COn1c(-c2ccccc2)nc2c1CCc1c-2no[n+]1[O-]	-0.1%	i	32	1.7%	0.3%	-0.5	48	1%	-7%	-4%	4%
O=C(NCc1ccccc1)C1=C[C@@H](C2CCCCC2)C[C@@H](OCCCCO)O1	-0.7%	i	27	nt	nt	1.7	102	-6%	nt	nt	nt
CCN1CCN(C(=O)Nc2cccc(C(F)(F)F)c2)CC1	1.9%	i	7	0.3%	-0.1%	-1.5	59	-2%	2%	5%	2%
COC(=O)CNC(=O)C1CCCN1C(=O)CNC(=O)OCc1ccccc1 (stereo unspecified)	-0.8%	i	27	1.6%	-0.1%	1.8	98	nt	0%	23%	-1%
COCCNC(=O)Cc1cn(C)c2ccccc12	-0.1%	i	22	-0.7%	-0.1%	0.2	63	0%	-10%	-19%	10%
CCOc1ccccc1NC(=O)c1csc(C)c1C	-1.6%	i	14	-2.9%	-0.1%	1.0	53	3%	17%	8%	17%
COc1cc(C2C3C(=O)N(Cc4ccccc4)C(=O)C3ON2c2ccccc2)cc(OC)c1OC (stereo unspecified)	0.1%	nt	nt	13%	-0.3%	nt	nt	5%	-12%	-22%	-3%
COCCn1cc(C(=S)N2CCOCC2)c2ccccc21	-0.7%	i	35	2.7%	-0.1%	-0.1	71	-12%	-2%	-61%	-2%
CCCCn1ccc(=O)c2c(C(F)(F)F)nccc21	0.0%	i	53	4.8%	0.2%	-1.0	47	-6%	-3%	15%	4%
CCCN1CCC(NC(=O)CCc2nnc(-c3ccccc3)o2)CC1	0.8%	i	57	-2.4%	-0.1%	2.8	86	5%	12%	-4%	6%
Cc1cccc(OCC(O)Cn2c(NCc3cccnc3)nc3c2c(=O)[nH]c(=O)n3C)c1 (stereo unspecified)	1.0%	i	19	-0.7%	-0.1%	-0.5	51	-21%	-15%	0%	13%
CCn1c(=O)c2sccc2n(CC(=O)NCCC2=CCCCC2)c1=O	-0.7%	i	9	1.1%	-0.2%	1.6	52	-2%	-3%	-16%	8%
Cc1cc(/C=N/NC(N)=S)c(C)n1-c1ccc(Br)cc1	-0.1%	i	47	6.9%	0.6%	-0.1	54	16%	0%	-88%	-8%
COc1ccc(CSc2nnc(-c3ccncc3)n2N)cc1	-0.6%	i	43	-3.3%	-0.1%	1.4	88	nt	4%	30%	-4%
COc1ccc(NS(=O)(=O)c2ccc(NC(=O)c3ccccc3Br)cc2)nn1	0.1%	i	18	-7.5%	-0.1%	2.6	42	4%	-8%	-25%	2%
Cc1cccc(-c2nnc(SCC(=O)NC3CCCC3)o2)c1	0.3%	nt	nt	1.7%	-0.1%	0.0	54	nt	4%	-12%	6%
CCN1CCN(c2nc(-c3cccnc3)nc3ccccc23)CC1	-0.4%	i	32	0.3%	-0.1%	0.1	63	4%	6%	20%	13%
CCOC(=O)c1cn(Cc2cccc(Cl)c2)nn1	0.0%	i	56	-1.2%	0.7%	-0.5	65	-8%	-9%	6%	3%
CCOc1ccccc1Nc1nc(N)nc(CN2CCCCC2C)n1 (stereo unspecified)	1.5%	i	16	nt	-0.1%	0.0	48	4%	16%	-24%[20 µM]	15%
CCC(c1nnc(SCC(=O)Nc2ccc(C(N)=O)cc2)n1Cc1ccccc1)N(C)C (stereo unspecified)	0.0%	i	70	-3.3%	0.0%	0.0	69	-6%	-2%	14%	17%
CC(=O)c1c(N2CCN(Cc3ccccc3)CC2)[nH]c(-c2ccccc2)nc1=S	-0.6%	i	20	3.2%	0.6%	1.2	81	-1%	-15%	-13%	0%
Fc1ccc(CN2CCN(c3ncnc4scc(-c5ccc(F)cc5)c34)CC2)cc1	-1.2%	i	53	4.1%	0.3%	17	91	-1%	3%	-3%	16%
O=C(O)CSCc1cnn(-c2ccccc2)c1-n1cccc1	0.0%	i	20	3.8%	0.0%	-1.0	77	11%	-4%	1%	-11%
CCOC(=O)N1CCC(C(=O)Nc2ccc(OCC)cc2)CC1	0.0%	i	29	-2.3%	0.8%	0.0	70	8%	6%	28%	-2%
CCCn1c(=O)c2ccccc2n2c(SCCOc3ccccc3)nnc12	1.1%	i	21	-8.9%	-0.3%	3.1	49	-6%	-8%	12%	-9%
O=C(COc1ccc2ccccc2c1Br)Nn1cnnc1	0.2%	i	28	-0.6%	0.2%	-0.2	85	-11%	3%	6%	7%
O=C(NCCOc1ccccc1)C1CCC(=O)N(Cc2ccc(Cl)cc2)C1 (stereo unspecified)	1.1%	i	8	-4.2%	0.4%	0.6	55	-2%	4%	26%	-2%
Cc1nc2c(-c3ccc(F)cc3)c(C)nn2c(C)c1CCC(=O)N1CCN(c2ccccn2)CC1	0.1%	i	43	-1.4%	-0.1%	0.8	93	-16%	12%	46%	6%
OC(CSc1ccc(F)cc1)CN1CCN(c2ccccc2)CC1 (stereo unspecified)	-1.1%	i	65	3.4%	0.7%	0.9	40	0%	-12%	-6%	-4%
O=C1NN(c2ccccc2)C(=O)/C1=C\c1ccc2c(c1)OCO2	-1.3%	i	38	3.1%	-0.2%	1.1	68	-5%	-9%	-24%	8%
C=CCN1C(=NC(=O)CCC)SC2CS(=O)(=O)CC21 (stereo unspecified)	-0.3%	i	26	-0.2%	-0.2%	1.6	68	-4%	-1%	-8%	nt
COC(CNC(=O)Cn1nc(Cc2ccncc2)c2ccccc2c1=O)OC	-0.5%	i	33	2.2%	0.0%	-0.6	44	-8%	0%	5%	2%
CCOc1cc(CNCc2cc(OC)cc(OC)c2)ccc1OC	-1.6%	i	67	-0.2%	0.6%	-0.7	65	0%	-12%	-36%[20 µM]	10%
CN(C)CCCN(C(=O)c1ccc(S(=O)(=O)N(C)C)cc1)c1nc2cc3c(cc2s1)OCO3	0.5%	i	56	-2.4%	-0.1%	-0.8	81	2%	-4%	9%	7%
Cc1ccc(Cl)cc1NS(=O)(=O)c1c(C)[nH]c(=O)[nH]c1=O	1.2%	i	17	-2.2%	0.2%	2.2	99	-2%	-4%	9%	8%
COCc1cc(=O)[nH]c(SCC(=O)Nc2ccccc2)n1	0.5%	i	52	-6.3%	-0.3%	0.1	81	-15%	9%	-23%	13%
CC(NC(=O)CN(C)S(=O)(=O)c1ccc(Br)s1)c1ccccc1 (stereo unspecified)	0.9%	i	26	-1.8%	-0.2%	2.0	66	2%	11%	11%	-8%
C#CCOCCOCCOCCNc1nc(N2CCN(C(=O)[C@H](CCC(=O)O)n3cc(C(N)CO)nn3)CC2)nc(N2CCN(C(=O)[C@H](Cc3ccc(O)cc3)n3cc(C(N)[C@H](C)CC)nn3)CC2)n1 (stereo partly specified)	0.4%	i	13	2.9%	0.1%	-1.3	87	-3%	14%	-2%	6%
COC(=O)Nc1c(-c2ccccc2)nc2ccc(C)cn12	-0.2%	i	37	11%	-0.3%	1.9	61	-2%	-6%	6%	-6%
COc1ccc(C(C)N2CC34C=CC(O3)C(C(=O)OCC(C)C)C4C2=O)cc1 (stereo unspecified)	-0.4%	nt	nt	-1.9%	-0.1%	-0.8	59	14%	11%	4%	8%
Cc1ccc(-n2c(SCC(=O)NCc3cccs3)nnc2-c2ccoc2C)cc1	-0.3%	i	34	-2.6%	-0.3%	0.8	62	7%	9%	26%	-4%
CCOC(=O)N1CCN(C(=O)Cc2cccc3ccccc23)CC1	-0.3%	i	45	-2.2%	0.0%	-0.8	99	4%	2%	11%[20 µM]	-11%
CC1(C)CC(=O)C2=C(C1)OC(N)=C([N+](=O)[O-])C2c1ccc(C#N)s1 (stereo unspecified)	-0.8%	i	46	nt	-0.1%	0.9	51	6%	6%	-14%[20 µM]	-6%
O=C(NCCc1cccc(Cl)c1)c1cccnc1	0.0%	i	55	1.3%	0.2%	-2.1	57	-1%	2%	-18%	6%
Cc1ccc(NC(=O)C(=O)Nc2ccc(C)cn2)nc1	-0.6%	i	51	-3.5%	0.5%	-0.2	37	-12%	0%	-4%	0%
